# Bioassay records: PubChem, National Center for Advancing Translational Sciences (NCATS)
# IP6K1 inh = inhibitors of human IP6K1. IP6K1 kinase, ADP-Glo luminescence, 2 h; hits give low values. activity change, % (series mostly up to about 58 µM). 140,000 compounds, 0.81% hits; in the data active = activity change below about -25%
# Target sequence (Q92551 whole entry, looked up): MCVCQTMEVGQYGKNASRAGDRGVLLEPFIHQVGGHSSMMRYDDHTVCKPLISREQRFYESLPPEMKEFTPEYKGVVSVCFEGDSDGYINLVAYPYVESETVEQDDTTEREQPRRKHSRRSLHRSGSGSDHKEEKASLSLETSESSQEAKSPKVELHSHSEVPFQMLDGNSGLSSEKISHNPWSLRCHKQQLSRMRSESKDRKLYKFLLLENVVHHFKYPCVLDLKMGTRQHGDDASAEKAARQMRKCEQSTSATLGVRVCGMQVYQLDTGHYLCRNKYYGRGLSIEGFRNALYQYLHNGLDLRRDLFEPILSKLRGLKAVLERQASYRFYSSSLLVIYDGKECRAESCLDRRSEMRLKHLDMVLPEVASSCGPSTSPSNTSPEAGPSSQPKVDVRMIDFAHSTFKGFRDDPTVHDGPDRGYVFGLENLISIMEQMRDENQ
#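 ADP-Glo luminescence measures ADP made by human IP6K1 during a 2 h RT reaction with ATP/IP6 (mix at 1.3 mM/130 uM); top library doses 57.5 and 19.1 uM final.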
# SNCA expr inh = SNCA gene expression inhibition; HEK-293 SNCA-luciferase knock-in, luminescence, 24 h; Potency, µM (series often up to 57.2 µM), inactives show at the highest dose activity change, negative = inhibition, hits mostly inhibitors; 140,000 compounds, 0.17% hits;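 note: potency is the fitted concentration of half-maximal effect; plate controls were DMSO cells for no effect and cell-free wells for full effect; nearly all actives have a fitted effect of over 45% in size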
# GPT2 inhibitor = blocks human glutamate pyruvate transaminase 2 | Q8TD30 | Recombinant GPT2, coupled pyruvate oxidase/HRP Amplex Red fluorescence | Potency, µM (titrated, usually from 57.7 µM), for inactives: at the highest dose activity change, negative = inhibition, most hits filed as inhibitors | 100,000 compounds, 0.25% hits | AID 1671188; note: potency is the fitted concentration of half-maximal effect; nearly all actives have a fitted effect of over 60% in size; many of its hits are not listed in these tables
#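 GPT2 10ng/uL, a-KG 250uM, L-Ala 2mM, HEPES pH7.5 + 0.0001% Tween; 30 min RT. Then Amplex mix (PO/HRP/ThPP), 30 min RT dark, fluorescence. AOA 50uM used as positive control.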
# HEK293 viab = cell viability loss counter-screen. HEK-293-SNCA-luc viability, GF-AFC fluorescence, 24 h. Potency, µM (highest dose often 57.1 µM), without a hit: top-dose activity change, negative = cytotoxicity, usual class: cytotoxic. 150,000 compounds, 0.12% hits. AID 1671193;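 note: potency is the fitted concentration of half-maximal effect; 0% = DMSO-treated cells and -100% = medium-only wells without cells; nearly all actives have a fitted effect of over 30% in size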
#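 Cytotoxicity counterscreen: after 24 h compound treatment of genome-edited SNCA-luciferase HEK-293 cells, live-cell protease substrate GF-AFC read by fluorescence after 30 min; activity scaled between DMSO (0%) and medium-only (-100%), curves Hill-fitted.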
# HEK cytotox = HEK 293 cell cytotoxicity. HEK 293 viability, ATP luminescence (CellTiter-Glo), 48-72 h. Potency, µM (series often up to 115 µM), for inactives: top-dose activity change, negative = cytotoxicity, most hits filed as inhibitors. 94,000 compounds, 6.6% hits; note: potency is the fitted concentration of half-maximal effect; nearly all actives have a fitted effect of over 60% in size
#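 Pintool-delivered compounds were incubated with HEK 293 cells (250 cells/well) at 37 degree Celsius for 48 or 72 hr. ATP-dependent luminescence (CellTiter-Glo) then reported remaining viable cells.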
# FLuc inh = inhibitors of firefly (Photinus pyralis) luciferase | P08659 | purified P. pyralis luciferase, luminescence, biochemical | Potency, µM (doses to about 115 µM), inactives show at the highest dose activity change, negative = inhibition, most hits filed as inhibitors | 76,000 compounds, 2.5% hits; note: potency is the fitted concentration of half-maximal effect; nearly all actives have a fitted effect of over 65% in size
# Target sequence (P08659 whole entry, looked up): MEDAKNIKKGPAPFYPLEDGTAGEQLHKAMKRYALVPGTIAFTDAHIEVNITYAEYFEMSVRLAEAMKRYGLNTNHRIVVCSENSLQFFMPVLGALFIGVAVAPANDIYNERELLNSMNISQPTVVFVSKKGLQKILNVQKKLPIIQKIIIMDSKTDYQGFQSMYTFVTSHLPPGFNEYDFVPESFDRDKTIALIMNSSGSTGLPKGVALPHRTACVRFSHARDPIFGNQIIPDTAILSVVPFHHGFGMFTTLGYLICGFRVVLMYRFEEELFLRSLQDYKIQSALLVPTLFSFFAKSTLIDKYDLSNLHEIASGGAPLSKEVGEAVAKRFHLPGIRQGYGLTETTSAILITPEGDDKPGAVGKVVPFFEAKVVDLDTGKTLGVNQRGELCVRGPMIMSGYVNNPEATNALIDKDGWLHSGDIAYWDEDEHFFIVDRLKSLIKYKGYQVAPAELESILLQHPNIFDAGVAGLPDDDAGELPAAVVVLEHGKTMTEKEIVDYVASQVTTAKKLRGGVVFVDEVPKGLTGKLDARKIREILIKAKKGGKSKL
#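 Purified 10nM P. pyralis luciferase with 10uM D-luciferin and 10uM ATP in 50mM Tris acetate pH 7.5, 10mM Mg acetate, 0.01% Tween-20, 0.05% BSA. qHTS titration; luminescence read by CCD imager.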
# NIH3T3 tox = NIH 3T3 cell cytotoxicity | 94,000 compounds, 4.3% hits | Potency, µM (top dose mostly 96.7 µM), for inactives: at the highest dose activity change, negative = cytotoxicity, actives largely listed as inhibitors | NIH 3T3 viability, CellTiter-Glo ATP luminescence, 48-72 h; note: potency is the fitted concentration of half-maximal effect; nearly all actives have a fitted effect of over 55% in size
#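 Cytotoxicity is measured as loss of cellular ATP: NIH 3T3 cells (400/well) are exposed to compound for 48 or 72 hr at 37 °C, then CellTiter-Glo luminescence is imaged after 10 min at room temperature.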
# Active calls of the source: *; i = inactive; u = inconclusive; x = not tested or not shown; & = joins results of further samples; [ ] = dose if it differs, or a comment. Unless noted, calls come from the whole dose curve; as a rule, active = well fitted curve in the direction sought with a large enough effect; inconclusive = small, poorly fitted or top-dose-only effect, or another doubt; inactive = no such curve, though single readings can be large; an effect the other way counts as inactive or inconclusive. Unless noted, % is set by controls: 0 for no effect and ±100 for the full control effect. Not all compounds are listed; count on the stated rates, not on these rows.
Molecule | HEK cytotox | NIH3T3 tox | SNCA expr inh | FLuc inh | HEK293 viab | GPT2 inhibitor | IP6K1 inh
CCCn1nccc1C(=O)N1CCCC(c2[nH]ncc2Cc2ccccc2)C1 (stereo not given) | 50µM* | u | 2% | -5% | -23% | u | 23
Cc1nn(-c2ccccc2)c2c1C(C1CC1)N(C1CN(C(=O)Nc3ccc(Cl)cc3)C1)C2=O (stereo not given) | -7% | -11% | x | x | x | x | 5
CCn1ncc(N2CCCC(CC(=O)NCc3ccccc3C)C2)cc1=O (stereo not given) | u | -22% | 32%[activator] | -14% | -3% | 0% | 2
Cc1nc2c(c(-c3ccc(Cl)cc3)n1)CCN(C(=O)Nc1ccc(Cl)cc1)CC2 | u | u | 6% | u | u | i | 7
CCCCN1CCC(N(C(=O)NCCc2ccccc2)C2CCOCC2)CC1 | u | -14% | 6% | -5% | 1% | i | 15
Cc1ccc(S(=O)(=O)c2nnn3c2nc(N2CCN(c4cccc(C)c4C)CC2)c2ccccc23)cc1C | x | x | 8% | x | 6% | x | 8
Cc1ccc(C)c(N2CCN(c3nc4c(S(=O)(=O)c5ccccc5)nnn4c4ccc(Cl)cc34)CC2)c1 | x | x | 15% | x | -4% | x | 12
CCN1C(=O)C2(CCN(S(=O)(=O)Cc3ccccc3)CC2)c2ccccc21 | -1% | -4% | -2% | 3% | 7% | -6% | 2
CC(=O)N1CCN(C(=O)c2cnc3cc(C)nn3c2)CC1 | -4%[172 µM] | -4%[138 µM] | -12%[87.6 µM] | x | 3%[87.6 µM] | 1%[88.5 µM] | -4
Cc1ccc(C)c(CN2C(=O)c3ccccc3S(=O)c3ccc(C(=O)N(C)Cc4ccccc4)cc32)c1 (stereo not given) | x | x | u | x | -6% | x | 30
COc1ccc(-c2ccc(NS(=O)(=O)c3ccc(NC(C)=O)cc3)cc2)nn1 | x | x | 23% | x | 1% | x | -13
CC(C)NS(=O)(=O)c1ccc(OCC(=O)N2CCN(c3cccc(Cl)c3)CC2)cc1 | x | x | u | x | -19% | x | -14
CCOc1ccc2c(n1)CCN(C(=O)Nc1cc(C)cc(C)c1)C2 | u | u | 59%[activator] | u | 2%[12.5 µM] | 1% | -9
COCC1CN(C2CCC2)CC12CCN(C(=O)c1ccc(C#N)cc1)CC2 (stereo not given) | -11% | -27% | 34%[activator] | x | 0% | -6% | 1
COCCn1c(=O)c(C(=O)N2CCN(C(=O)c3ccc(Cl)nc3)CC2)nc2cccnc21 | i | 0% | -2% | x | 0% | -2% | 8
Cc1cc(CN(C)C(=O)CC(c2cccc(O)c2)c2ccccc2Cl)n[nH]1 (stereo not given) | -22% | -28% | 5% | 4% | u | -7% | -8
O=C1CO[C@H]2CN(Cc3cccnc3)C[C@H]2N1Cc1cccc(C(F)(F)F)c1 | -14%[172 µM] | -25%[138 µM] | 1%[87.6 µM] | 1%[172 µM] | 1%[87.6 µM] | -4%[88.5 µM] | 11
Cc1noc(C)c1C(=O)N[C@@H]1CN(c2ncccn2)C[C@H]1CN(C)C | -1% | -7% | -11% | 0% | -8% | i | 14
O=C1CCN(Cc2cccc(F)c2)CCOCCN1 | -29% | -15% | -12% | -13% | 0% | u | 10
COc1ccc(OC)c(CCNC(=O)c2cc3cccc4c3n2CC(C)S4)c1 (stereo not given) | x | x | 1% | x | 8% | x | 15
O=C(C[C@@H]1CCNC[C@@H]1Cc1cc(COc2ccccc2)on1)N1CCC(Cc2ccccc2)CC1 | 25µM* | 28µM* | -9% | -2% | -27% | -1% | -9
CNC(=O)[C@H]1C[C@H](Oc2ccccc2)CN1S(=O)(=O)Cc1ccccc1 | u | 1% | 7% | 1% | 2% | i | 29
COc1cccc(C(=O)NC2CCN(CCn3nc4n(c3=O)CCCC4)C2)c1 (stereo not given) | 4% | -12% | x | x | x | x | 11
CC(=O)Nc1ccc(Nc2nc3ccc(Cl)cc3n3cnnc23)cc1 | x | x | 14% | x | 14% | x | 3
CCCCCCc1cc2cc(-c3cn4c(n3)sc3cc(OC)ccc34)c(=O)oc2cc1O | x | x | 2% | x | 28% | x | 49
COc1ccc(C(=O)N2CCCCCCNC(=O)[C@@H]3CCCC[C@@H]32)cn1 | -19% | -2% | 45%[activator] | -5% | -2% | i | -1
CN(C)c1ccc(CN2Cc3[nH]cnc3C[C@H]2C(=O)N2CCC(Cc3ccccc3)CC2)cc1 | u | u | -11% | -9% | -11% | -4% | 10
COc1cccc(NC(=O)[C@@H]2C[C@H](c3ccc(F)cc3)N([S+](=O)([O-])C3CC3)C2)c1 | u | u | -18%[87.6 µM] | -5%[172 µM] | -7%[87.6 µM] | -10%[88.5 µM] | 9
COc1ccc(NC(=O)N2c3ccccc3CC2c2nc(C3CC3)no2)cc1OC (stereo not given) | -8% | -19% | 42% | -13% | -7% | i | 29
O=C(NCc1ccc(F)cc1)c1c(-c2ccccc2)cc(=O)n2c1CCCC2 | -20% | u | -20% | x | -4% | i | -5
CCCC(=O)N1C[C@@H]2CCCN3CCC[C@@H]([C@H]23)[C@H]1CCCC(=O)NCC1CC1 | 5% | i | 0% | -7% | 5% | i | 9
Cc1ccc(N2CCN(C(=O)c3cc4cc5ccc(C)cc5nc4s3)CC2C)cc1 (stereo not given) | x | x | -20% | x | 5% | x | 34

# Complete entries, looked up by structure. Screens in order: HEK cytotox, NIH3T3 tox, SNCA expr inh, FLuc inh, HEK293 viab, GPT2 inhibitor, IP6K1 inh
# CCCC(=O)N1C[C@@H]2CCCN3CCC[C@@H]([C@H]23)[C@H]1CCCC(=O)NCC1CC1 across the screens: 5%, i, 0%, -7%, 5%, i, 9
# CCCCCCc1cc2cc(-c3cn4c(n3)sc3cc(OC)ccc34)c(=O)oc2cc1O across the screens: x, x, 2%, x, 28%, x, 49

# Next part:
Molecule | HEK cytotox | NIH3T3 tox | SNCA expr inh | FLuc inh | HEK293 viab | GPT2 inhibitor | IP6K1 inh
Cc1ccc(-c2nn(C)c(=O)c3ccccc23)cc1S(=O)(=O)NCCCN(C)C | x | x | 8% | x | -15% | x | -5
Nc1ccc(S(=O)(=O)Nc2cnc3ccccc3n2)cc1 | x | x | -11%[25.6 µM] | x | -19%[23.9 µM] | -4% | 28
O=C(c1ccc(Cl)cc1)N1CCC(N2CC3CCCN3C2=O)CC1 (stereo not given) | -3% | -4% | -1% | x | -4% | -7% | -12
Cc1nnsc1C(=O)N[C@H]1CCN(C(=O)c2ccco2)[C@H](C(=O)N[C@@H](Cc2cccs2)C(N)=O)C1 | 4% | -2% | 2% | -1% | 0% | i | -11
CCOc1ccccc1NC(=O)Cn1c(N(C)Cc2ccccc2)nc(C)cc1=O | 35µM* | u | -9% | -5% | 5% | -2% | 25
Cn1cc(CC(=O)N2CCCc3ncc(C(=O)Nc4cccc(Cl)c4)cc32)c2ccccc21 | u | u | -12% | 7% | u | 2% | 14
CNC(C)c1ccc(C(F)(F)F)cc1 (stereo not given) | 5%[172 µM] | 3%[138 µM] | 8%[87.6 µM] | x | 0%[87.6 µM] | 1%[88.5 µM] | -4
CN(C)CCN(Cc1cccs1)c1ccccn1 | x | x | 8% | x | 1% | -3%&-10% | 15
COc1ccccc1C(=O)Nc1onc2c1CCCC2 | x | x | -64% | x | 12% | x | 10
O=C(NC1CCCN(c2ccnc3ccnn23)C1)c1ccc(Cl)nc1 (stereo not given) | u | u | 14% | x | -28% | -3% | 20
CCCN1C(=O)Cc2cc(C(=O)NCc3ccccc3C(F)(F)F)ccc21 | -24% | u | -26% | -6% | 8% | i | 11
CC(=O)Nc1cccc(C(=O)NC2CCCN(c3cc(-c4ccc(F)cc4)[nH]n3)C2)c1 (stereo not given) | u | -21% | 12% | u | -10% | u | 7
CCCC(=O)N1Cc2ccccc2NC(=O)C12CCNC2 (stereo not given) | i | i | 1%[87.6 µM] | x | 5%[87.6 µM] | 4%[88.5 µM] | -11
CC(=O)c1ccc(NC(=O)C(Cc2ccccc2)NS(=O)(=O)c2ccc3c(c2)CCC(=O)N3)cc1 (stereo not given) | x | x | 35%[activator] | x | 2% | x | 13
COc1ccc(CCNc2ncnc3c2CN(C2CCCNC2)C(=O)CN3C)cc1 (stereo not given) | -4% | 1% | 16% | x | 3% | -16% | 4
Cc1cc(C(=O)N2CCC(Cc3nc(-c4ccccc4)n[nH]3)C2)n(C)n1 (stereo not given) | -13% | u | 6% | -8% | 6% | 4% | 8
CN1CCC([C@@H]2CN(C(=O)CCCc3c[nH]c4ccccc34)C[C@H]2C(N)=O)CC1 | -7% | i | -5% | 6% | 5%[12.5 µM] | i | 9
Cc1[nH]cnc1-c1nccn1Cc1nnnn1-c1ccccc1 | -1% | -1% | u | 8% | -6% | i | 3

# Of the compounds above, these contain an NH in an aromatic ring:
Molecule | HEK cytotox | NIH3T3 tox | SNCA expr inh | FLuc inh | HEK293 viab | GPT2 inhibitor | IP6K1 inh
CCCn1nccc1C(=O)N1CCCC(c2[nH]ncc2Cc2ccccc2)C1 (stereo not given) | 50µM* | u | 2% | -5% | -23% | u | 23
Cc1cc(CN(C)C(=O)CC(c2cccc(O)c2)c2ccccc2Cl)n[nH]1 (stereo not given) | -22% | -28% | 5% | 4% | u | -7% | -8
CN(C)c1ccc(CN2Cc3[nH]cnc3C[C@H]2C(=O)N2CCC(Cc3ccccc3)CC2)cc1 | u | u | -11% | -9% | -11% | -4% | 10
CC(=O)Nc1cccc(C(=O)NC2CCCN(c3cc(-c4ccc(F)cc4)[nH]n3)C2)c1 (stereo not given) | u | -21% | 12% | u | -10% | u | 7
Cc1cc(C(=O)N2CCC(Cc3nc(-c4ccccc4)n[nH]3)C2)n(C)n1 (stereo not given) | -13% | u | 6% | -8% | 6% | 4% | 8
CN1CCC([C@@H]2CN(C(=O)CCCc3c[nH]c4ccccc34)C[C@H]2C(N)=O)CC1 | -7% | i | -5% | 6% | 5%[12.5 µM] | i | 9
Cc1[nH]cnc1-c1nccn1Cc1nnnn1-c1ccccc1 | -1% | -1% | u | 8% | -6% | i | 3
